CIT2 TOR yeast = yeast TOR pathway CIT2-GFP modulation. 320,000 compounds, 0.065% hits. S. cerevisiae CIT2-GFP strain, flow cytometry, 3 h; 100 means same as DMSO wells. AID 2029. GFP response vs DMSO, % at 10 µM;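 active = GFP response relative to DMSO above a set limit, near the screen mean plus 3 SD, cut at about 150% in these data; inconclusive = Fewer than 70 cells measured for a yeast strain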;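 note: ratio of well median GFP fluorescence to mean of DMSO wells on the plate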
AHR activator = human AHR activation; activation, % at 5 µM; 320,000 compounds, 2.5% hits; AHR-responsive luciferase reporter cells, luminescence; P35869; in the data active = activation above about 47%;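 note: 0% = vehicle wells and 100% = reference agonist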
Target sequence (P35869 whole entry, looked up): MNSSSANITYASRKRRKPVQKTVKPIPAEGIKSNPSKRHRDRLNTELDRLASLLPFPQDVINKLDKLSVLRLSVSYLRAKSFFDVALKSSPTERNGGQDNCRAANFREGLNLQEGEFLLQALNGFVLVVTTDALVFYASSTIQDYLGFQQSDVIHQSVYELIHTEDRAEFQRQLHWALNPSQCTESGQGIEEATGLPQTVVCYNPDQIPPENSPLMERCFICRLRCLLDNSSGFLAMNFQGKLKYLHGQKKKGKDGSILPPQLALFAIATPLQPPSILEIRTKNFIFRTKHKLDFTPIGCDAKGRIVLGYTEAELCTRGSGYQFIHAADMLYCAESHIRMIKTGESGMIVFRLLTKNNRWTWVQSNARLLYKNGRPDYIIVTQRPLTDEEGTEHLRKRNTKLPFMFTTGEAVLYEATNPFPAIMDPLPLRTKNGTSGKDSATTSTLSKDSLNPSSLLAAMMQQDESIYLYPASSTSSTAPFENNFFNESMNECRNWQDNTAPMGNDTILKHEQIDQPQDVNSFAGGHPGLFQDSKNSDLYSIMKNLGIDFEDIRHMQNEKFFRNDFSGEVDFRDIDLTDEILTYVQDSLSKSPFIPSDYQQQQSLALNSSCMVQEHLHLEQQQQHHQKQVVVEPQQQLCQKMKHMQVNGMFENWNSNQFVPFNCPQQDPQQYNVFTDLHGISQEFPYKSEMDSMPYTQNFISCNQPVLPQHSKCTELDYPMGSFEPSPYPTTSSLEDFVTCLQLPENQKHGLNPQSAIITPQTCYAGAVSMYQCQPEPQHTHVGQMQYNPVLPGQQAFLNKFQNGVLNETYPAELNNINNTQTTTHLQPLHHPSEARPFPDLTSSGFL
procasp3 activ = activators of human procaspase-3; recombinant procaspase-3 D3A, Ac-DEVD-pNA absorbance 405 nm; AID 463141; P42574; 330,000 compounds, 0.11% hits; activation, % at 8.5 µM;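 active = activation above the mean of all tested compounds plus 3 SD, cut at about 21% in these data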;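 note: 0% = DMSO alone and 100% = DMSO wells spiked with extra 5 µM PC-3 D3A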
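Test system: Procaspase-3 D3A mutant, all three cleavage aspartates alanine | Dosing: Single dose, 8.5 µM nominal compound, 0.8% DMSO | Schedule: 1 h preincubation, 2 h reaction | Technique: 405 nm absorbance of p-nitroaniline, reads at 0 and 120 min | Repeats: One well per compound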
MEP2-GFP yeast = alters MEP2-GFP fluorescence in TOR pathway yeast screen; GFP response vs DMSO, % at 10 µM; S. cerevisiae MEP2-GFP strain, flow cytometry GFP, 3 h; 100% = DMSO control level; 330,000 compounds, 0.51% hits;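 active = GFP response versus DMSO above a set limit, roughly screen mean plus 3 SD, cut at about 180% in these data; inconclusive = fewer than 70 cells counted for a yeast strain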;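 note: median GFP fluorescence of the barcode-gated MEP2-GFP cells per well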
RPL19A-GFP yeast = yeast TOR pathway RPL19A-GFP modulation | 330,000 compounds, 0.3% hits | S. cerevisiae RPL19A-GFP strain, flow cytometry, 3 h; active compounds read low | percent response vs DMSO, % at 10 µM | AID 2025;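 active = percent response vs DMSO below 50%; inconclusive = fewer than 70 events counted for the yeast strain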;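 note: median channel GFP fluorescence of the barcoded RPL19A-GFP strain; ratio of sample median GFP to plate DMSO average so 100% = DMSO; lower means less RPL19A-GFP as with rapamycin TOR inhibition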
AGP1 TOR yeast = modulators of TOR pathway AGP1-GFP in S. cerevisiae. GFP response vs DMSO, % at 10 µM. 320,000 compounds, 0.02% hits. AID 2066. S. cerevisiae AGP1-GFP multiplex flow cytometry, 3 h; GFP as percent of DMSO wells;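 active = GFP response relative to DMSO above a set limit, near screen average plus 3 SD, cut at about 150% in these data; inconclusive = fewer than 70 cells counted for the yeast strain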;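 note: median GFP channel fluorescence of the gated AGP1 strain per well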
proCasp7 act = counter-screen for procaspase-3 activators: activators of human procaspase-7. recombinant procaspase-7, Ac-DEVD-pNA absorbance 405 nm; D23A/D198A/D206A triple mutant, cannot self-cleave; scale: DMSO 0, 5 µM enzyme 100. 330,000 compounds, 0.093% hits. P55210. activation, % at 8.5 µM;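 active = percent activation above the screen-wide mean plus 3 SD, cut at about 25% in these data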
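System: Uncleavable procaspase-7 mutant enzyme; Amount: 2 µM procaspase-7 mutant as dispensed; Schedule: 1 h compound preincubation, 2 h substrate cleavage, 25 °C; Measured by: 405 nm absorbance of p-nitroaniline; Evaluation: percent activation from buffer-corrected 0–120 min absorbance change; Control set: low DMSO alone, high DMSO plus 5 µM PC-7.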
LAP4-GFP MLPCN = alters LAP4-GFP fluorescence in TOR pathway yeast screen | AID 2023 | GFP response vs DMSO, % at 10 µM | S. cerevisiae LAP4-GFP multiplex, flow cytometry GFP, 3 h; median GFP as percent of DMSO wells | 320,000 compounds, 0.34% hits;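 active = GFP response vs DMSO above a set limit, about the screen mean plus 3 SD, cut at about 150% in these data; inconclusive = under 70 cell events counted for the yeast strain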
The depositor's hits bear a star; ? = inconclusive; . = no result given; [ ] = another dose, or the depositor's remark.

Every second line gives: CIT2 TOR yeast	AHR activator	procasp3 activ	MEP2-GFP yeast	RPL19A-GFP yeast	AGP1 TOR yeast	proCasp7 act	LAP4-GFP MLPCN
O=C1NC2(CCCCCC2)C(=O)N1CCS(=O)(=O)Oc1ccccc1
→ .	1	1	98	99	100	-4	96
CCOC(=O)c1c(C)[nH]c(C)c1S(=O)(=O)NCC1CCN(Cc2ccccc2F)CC1
→ 101	0	5	96	102	101	2	97
COC(=O)c1cccc(C#CC(NP(=O)(c2ccccc2)c2ccccc2)c2ccccc2)c1 (configuration not stated)
→ 112	3	10	102	106	97	-6	128
C[C@H](NC(=O)Nc1cccc(Br)c1)C(=O)O
→ 100	0	8	99	101	103	9	99
CCN(c1ccccc1)S(=O)(=O)c1ccc(Cl)c(NC(=O)COC(=O)c2ccc[nH]c2=O)c1
→ 101	-1	2	99	102	108	1	108
O=C(CC(Sc1ccc(Br)cc1)C(=O)O)c1ccc(F)cc1 (configuration not stated)
→ 90	1	-26	92	94	98	-33	111
Cn1c2c(c(=O)[nH]c1=O)C(NC(=O)c1ccco1)(C(F)(F)F)C(=O)N2 (configuration not stated)
→ 94	-1	5	99	95	104	-2	92
Cc1cc(C)cc(NC(=O)C2CCCN(S(=O)(=O)c3ccc4[nH]c(=O)ccc4c3)C2)c1 (configuration not stated)
→ 99	3	8	104	98	100	8	99
COc1cc(C(C)=O)ccc1OCCN1CCC(Cc2ccccc2)CC1
→ 102	-1	-3	98	94	98	-2	98
c1cncc(-c2nn[nH]n2)c1
→ 103	-1	5	100	102	102	11	93
c1ccc2c(c1)c1ccccc1n1c(-c3ccc4c(c3)OCO4)nnc21
→ 100	14	6	99	96	95	16	99
COc1ccc(NC(=O)CN2C(=O)NC3(CCCCC3C)C2=O)cc1S(=O)(=O)N1CCOCC1 (configuration not stated)
→ 108	0	8	107	99	105	-7	92
N#CC1=C(N2CCCCC2)c2cc3c(n2C1=O)CCCC3
→ 110	13	2	125	108	108	17	124
CC1(C)CC(CCN(Cc2ccccc2)C(=O)c2ccco2)(c2ccccc2)CCO1 (configuration not stated)
→ 107	2	-3	105	103	98	-8	86
CCN1CCN(S(=O)(=O)c2ccc(Cl)c(C(=O)NCc3ccco3)c2)CC1
→ 82	-1	5	90	85	82	0	95
O=C(NCc1ccccn1)Nc1ccc(Cl)cc1
→ 91	2	-1	95	93	100	13	104
COC(=O)c1ccc(CNC(=O)C23CC4CC(CC(C4)C2)C3)cc1
→ 93	1	-2	94	99	97	12	96
Cc1c(Cc2ccccc2)sc(N)c1C(N)=O
→ 95	7	-21	93	94	92	-29	89
CCC(C)N1CCCC1C(=O)Nc1c(C)cc(C)cc1C (configuration not stated)
→ 98	-1	8	99	95	99	7	102
Cc1cccc(C(=O)NNC(=O)/C=C/C(=O)O)c1
→ 107	21	8	106	104	103	-11	99
c1ccc(-c2cc3c(NCC4COc5ccccc5O4)ncnc3s2)cc1 (configuration not stated)
→ 95	47	4	97	101	91	0	96
CN(C)c1ccc(NC(=O)CN2CCC(N3CCCCC3)CC2)cc1
→ 89	-3	-3	76	88	87	-2	79
C=CCNC(=S)Nc1c(C(=O)OC)[nH]c2cc(OC)ccc12
→ 92	77*	-16	106	95	99	-6	110
Nc1c(Sc2ccccc2)c(=O)[nH]c(=O)n1Cc1ccccc1
→ 99	-2	8	105	94	95	-6	101
O=C(OCc1ccc(C(=O)c2ccccc2)cc1)c1cccc(-c2nnc(-c3ccccc3)o2)c1
→ 98	8	1	102	97	96	7	101
CC(=O)N1CCN(c2ccc(Nc3ncnc4c3oc3ccccc34)cc2)CC1
→ ?	-3	1	427*[may fluoresce violet]	22*[may fluoresce violet]	.	1	91[may fluoresce violet]
COc1ccc(-n2cnc3cc(C(=O)NCC4CCCO4)ccc32)cc1 (configuration not stated)
→ 108	5	7	115	102	107	6	90
Cc1nnsc1C(=O)NC(=O)Nc1ccc(F)c(Cl)c1
→ 89	-3	-4	88	92	108	8	101
COc1cc(C(=O)OCC(=O)Nc2ccc(SC(F)F)cc2)cc(OC)c1OC
→ 99	0	-1	97	98	101	-4	95
Cc1ccc2cc(CN(CC(C)C)S(=O)(=O)c3cccc4nonc34)c(=O)[nH]c2c1
→ 104	-1	-5	98	102	103	-2	95
COc1ccc2c(c1)C(=O)N(c1ccc(C)cc1)C(=O)C2
→ 90	-8	3	101	96	92	2	93
COC(=O)c1ccc(Cn2c(O)c(N=O)c3ccccc32)o1
→ 86	3	4	108	96	97	3	105
CC(=O)Nc1ccc(NC(=O)CCCc2ccccc2)cc1
→ 105	-1	0	108	105	104	6	92
Cc1cc(C)cc(NC(=O)C(=O)NCCCN2CCOCC2)c1
→ 106	7	5	101	99	101	8	95
CC(C)(C)Nc1nc(Cl)nc(Nc2ccccc2)n1
→ 105	8	1	106	101	99	-13	90
COc1ccc(C(=O)Nc2ccccn2)cc1S(=O)(=O)N1CCOCC1
→ 108	-3	0	100	105	111	5	102
CCn1c(=O)c2sccc2n(Cc2cccc(C)c2)c1=O
→ 103	3	4	100	103	99	-2	106
Cc1ccc(-c2nnc(N(C)C(=O)c3cccnc3)s2)cc1
→ 95	2	11	95	99	90	-5	104
Cc1ccccc1CN(c1ccc(C(N)=O)cc1)S(C)(=O)=O
→ ?	0	-7	310*[may fluoresce violet]	17*[may fluoresce violet]	?	13	102[may fluoresce violet]
Oc1cccc(/C=N/NC(=S)NCCN2CCOCC2)c1O
→ 98	2	-4	104	95	98	-30	91
CC1(C2CC2)NC(=O)N(CC(=O)Nc2ccc(F)cc2F)C1=O (configuration not stated)
→ 96	4	12	98	96	97	12	92
COc1ccccc1NC(=O)CCc1nc(-c2ccccc2F)no1
→ 91	45	7	111	102	99	-2	111
CC(=O)NC(Cc1ccc(C)cc1)C(=O)NC1CCN(C(=O)c2cnccn2)CC1 (configuration not stated)
→ 102	1	7	101	94	105	2	95
CCCNc1nc(Nc2ccc(C)c(Cl)c2)c2cnn(C)c2n1
→ 100	64*	3	107	105	94	5	100
Cc1csc(NC(=O)C2CCCCN2S(=O)(=O)c2ccccc2)n1 (configuration not stated)
→ 102	5	2	113	99	105	-1	105
O=C(c1ccccc1)c1ccccc1C(=O)N1CCN(C(=O)c2ccccc2)CC1
→ 96	-3	4	99	103	97	6	96
CCOc1ccc(/C=N/N2C(=O)C(CC(=O)Nc3ccc(F)cc3F)SC2=NC)cc1OC (configuration not stated)
→ 102	14	-1	100	99	97	0	94
COc1ccc(C(=O)Nc2nc(-c3ccc([N+](=O)[O-])cc3)c(-c3ccccc3)s2)cc1
→ 100	0	3	100	99	105	-1	117
S=C(Nc1ccc(Cl)cc1Cl)Nn1cnnc1
→ 102	-1	-4	94	102	100	-11	91
Cc1cccc(N2CCN(S(=O)(=O)c3ccc4c(c3)OCCO4)CC2)c1C
→ 109	-1	-3	109	108	106	-3	110
C=CCn1c(Sc2ncc([N+](=O)[O-])s2)n[nH]c1=O
→ 124	-1	-22	106	102	115	-20	132
CCOc1ccc(C(O)Cc2nc3ccccc3n2C)cc1 (configuration not stated)
→ 107	118*	7	107	97	103	2	106
CCCCC1=CC2=C(c3ccco3)C(=O)C(C)(OC(=O)c3ccc(OC)cc3)C(=O)C2=CN1CCCN(CC)CC (configuration not stated)
→ 101	2	-2	97	100	106	-3	95
COc1ccc(CCCc2nnc(SCC(=O)N/N=C\c3ccc(O)c(OC)c3)o2)cc1C
→ 101	3	-1	104	95	93	-1	85
COC(=O)c1c(NC(C)=O)csc1C
→ 89	-1	-4	97	99	98	3	103
Cc1ccc(-n2ncc3c(NCC4CCCO4)ncnc32)c(C)c1 (configuration not stated)
→ 100	9	-6	110	98	97	1	102
Clc1ccc(Cn2nnc(-c3ccc(N4CCOCC4)cc3)n2)cc1
→ 104	-2	3	104	98	102	7	96
Cc1ccc(OCC2Cn3c(nc4c3c(=O)n(C)c(=O)n4C)O2)cc1 (configuration not stated)
→ 102	6	-2	107	.	108	10	105
COc1ccccc1NC(=O)C(C)NS(=O)(=O)c1ccc(Cl)cc1 (configuration not stated)
→ .	4	-7	102	103	103	18	94
O=C(CSc1nnc(Nc2ccccc2)s1)NC1CC1
→ 88	4	-4	96	94	94	-4	94

3 compounds from above, reduced to RPL19A-GFP yeast, procasp3 activ and proCasp7 act:
SMILES	RPL19A-GFP yeast	procasp3 activ	proCasp7 act
COc1ccccc1NC(=O)CCc1nc(-c2ccccc2F)no1	102	7	-2
CC(=O)NC(Cc1ccc(C)cc1)C(=O)NC1CCN(C(=O)c2cnccn2)CC1 (configuration not stated)	94	7	2
CCCNc1nc(Nc2ccc(C)c(Cl)c2)c2cnn(C)c2n1	105	3	5

Additional compounds:
Every second line gives: CIT2 TOR yeast	AHR activator	procasp3 activ	MEP2-GFP yeast	RPL19A-GFP yeast	AGP1 TOR yeast	proCasp7 act	LAP4-GFP MLPCN
CCn1nc(C(=O)OCC(=O)N2CCc3ccccc32)c2ccccc2c1=O
→ 91	0	-4	98	102	101	9	100
CCCCC1=CC2=CC(=O)C(C)(OC(=O)CCc3ccccc3)C(=O)C2=CO1 (configuration not stated)
→ 70	3	0	96	95	65	6	99
Cc1cc(C)n2nc(SC(C)C(=O)NC3CCCCC3C)nc2n1 (configuration not stated)
→ 97	1	2	102	99	108	8	112
Cn1c(NCc2ccccc2)cc(=O)n(C)c1=O
→ 105	11	-3	104	99	103	6	99
CCOC(=O)c1c(NC(=O)COC(=O)c2ccncc2)sc(C)c1C
→ 94	3	1	105	106	98	3	100
N#CCC(=O)N/N=C\c1ccc(OC/C=C/c2ccccc2)cc1
→ 104	2	0	108	115	105	-3	90
COC(=O)[C@@]1(Cc2ccc(F)cc2)[C@H]2c3cc(C(=O)N4CCCC4)n(CCc4ccccn4)c3C[C@H]2CN1C(=O)c1ccccc1
→ 99	0	1	101	102	101	-6	93
CCOC(=O)c1sc2nc(CC(=O)OC)nc(N(C)CCc3ccccn3)c2c1C
→ 102	0	-5	124	97	103	-2	108
Cc1cccc(OCc2nnc(SCC(=O)Nc3cccc(C(=O)N4CCOCC4)c3)n2C)c1C
→ 108	-1	2	96	100	100	5	93
O=C(NCCCN1CCN(Cc2ccccc2)CC1)C1CCN(S(=O)(=O)N2CCC3(CC2)OCCO3)CC1
→ 101	-2	8	105	98	111	3	122
COc1ccc(/C=C/C(=O)O/N=C(\N)c2cccnc2)cc1OC
→ 107	29	-6	103	97	99	-2	104
COC(=O)[C@@]12CCCCN1[C@H](c1ccc(-c3ccc(Cl)c(Cl)c3)cc1)[C@H]1C(=O)N(C)C(=O)[C@H]12
→ 98	3	-2	91	92	98	1	86
COc1cc(C)ccc1N(CCCN1C(=O)c2cccc3cccc(c23)C1=O)C(=O)c1cccs1
→ 106	43	-1	104	106	107	-2	93
Cn1c(CCN2CCN(c3ccccn3)CC2)nc2cc(NS(=O)(=O)c3ccccc3)ccc21
→ 95	5	1	97	102	99	5	87
